# From PubChem BioAssay
# Myeloid diff MLP: induction of myeloid progenitor differentiation, primary screen, cell-based, flow cytometry, MLPCN library; ER-HoxA9 myeloid progenitors, lysozyme-GFP differentiation; calls only at 10 µM; actives 1% (n = 360,000);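 active = normalized GFP-positive differentiation at or above the plate's own cutoff, the solvent-only control mean plus 3 SD; inconclusive = no clear call, values can overlap the other calls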;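 note: cells exposed to compound for four days before flow analysis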
# T cell HTS: modulators of CD8 T cell-vesicle binding, primary screen, mouse 2C CD8+ T cells, flow cytometry | 2C CD8+ T cell-vesicle binding; hits give low values | calls only at 7 µM | actives 0.068% (n = 330,000);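 active = response, share of CD8 T cells binding vesicles, and their 90th percentile fluorescence all below set limits, cut at about 80% in these data, passing the limit was not always enough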
#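 Material: 2C TCR transgenic mouse naive CD8+ T cells, MACS-purified. Also added: QL9-charged Drosophila Ld/ICAM-1/B7-1 vesicles. Timing: binding 1.5 h at 37 °C. Measured by: high-throughput flow cytometry with anti-B7-1 and anti-CD8 staining. Read-out: percent CD8+ FL2 mean versus row control. Controls: Unloaded micro-vesicles (low), QL9 vesicles with 0.7% DMSO (high).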
# TNAP activators: human TNAP enzyme activators, primary screen, biochemical, luminescent, no phosphate acceptor, uHTS (AID 1001); purified TNAP, luminescent activation assay, no phosphate acceptor; higher activation fold means a stronger effect; Alkaline phosphatase, tissue-nonspecific isozyme (Homo sapiens); activation fold at 20 µM, or EC50 in µM where a hit was titrated; actives 0.03% (n = 200,000); in the data active = activation fold from about 3, or a potency from the dose series; inactive = the rest, 99 in 100 with activation fold below about 1.6; note: many of its hits are not listed in these tables
# Rac1 GTP hydrolysis: MgcRacGAP GTPase-activating activity inhibitors, confirmation, biochemical, ADP Hunter fluorescence | MgcRacGAP-stimulated Rac1 GTP hydrolysis, ADP Hunter fluorescence; higher % means a stronger effect; GST-tagged Rac1 F28L mutant substrate | inhibition, % at 30 µM, or IC50 in µM where a hit was titrated | actives 0.6% (n = 340,000) | AID 624330, 2012;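 active = first-screen hits whose inhibition reached a set limit at any dose in the follow-up dose series; inconclusive = inhibition above the set first-screen limit but never retested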;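 note: fluorescence reports GDP produced by GAP-driven GTP hydrolysis; strong numbers were not always called active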
# K1F lysis inhibition: inhibition of K1F phage lysis, E. coli UTI89, bacterial capsule biogenesis inhibitors, alamar blue (AID 488966). E. coli UTI89 K1F phage lysis, alamar blue, 2 h; higher % means a stronger effect. inhibition, % at 100 µM, or IC50 in µM where a hit was titrated. actives 0.02% (n = 340,000);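 active = phage lysis inhibition, versus mean bacterial control, above a set limit; inconclusive = no clear call, values can overlap the other calls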;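 note: capsule biogenesis inhibitors block K1F phage lysis so surviving cells raise fluorescence; higher fluorescence means more inhibition of phage lysis; actives were called in the ten point dose series up to 300 µM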
# RSV CPE inhibition: RSV antiviral activity via CPE protection, HEp-2 cells, primary 10 µM value included (AID 2391); CPE inhibition, % at 10 µM; hits with a dose series show IC50 in µM; HEp-2 cells, RSV-induced CPE inhibition; higher % means a stronger effect; actives 0.13% (n = 310,000); in the data active = a potency from the dose series; inconclusive = CPE inhibition mostly from about 23% at the one dose, without a potency; inactive = the rest, 99 in 100 with CPE inhibition below about 21%; note: strong numbers were not always called active
# SV40 large T antigen: SV40 large T antigen inhibitors, biochemical (AID 1903) | SV40 large T antigen ATPase/helicase inhibition assay; higher % means a stronger effect | inhibition, % at 20 µM, or IC50 in µM where a hit was titrated | actives 0.39% (n = 310,000); in the data active = a potency from the dose series; inconclusive = inhibition mostly from about 32% at the one dose, without a potency; inactive = the rest, 99 in 100 with inhibition below about 32%; note: strong numbers were not always called active
# NTR1 agonist: agonists of NTR1, primary screen, imaging, U2OS cells, beta-arrestin-GFP, high content (AID 493036) | Neurotensin receptor type 1 (Homo sapiens), P30989 | NTR1-U2OS beta-arrestin-GFP spot imaging, agonist mode | activation, % at 20 µM | actives 0.17% (n = 330,000);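 active = activation at or above 40% of the spot to cytoplasm intensity ratio, with at least 20 cells analyzed; inconclusive = wells under 20 cells, flagged as cytotoxic or low count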;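 note: 0% = DMSO without peptide and 100% = 100 nM NTR1 peptide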
# Target sequence (P30989 whole entry, looked up): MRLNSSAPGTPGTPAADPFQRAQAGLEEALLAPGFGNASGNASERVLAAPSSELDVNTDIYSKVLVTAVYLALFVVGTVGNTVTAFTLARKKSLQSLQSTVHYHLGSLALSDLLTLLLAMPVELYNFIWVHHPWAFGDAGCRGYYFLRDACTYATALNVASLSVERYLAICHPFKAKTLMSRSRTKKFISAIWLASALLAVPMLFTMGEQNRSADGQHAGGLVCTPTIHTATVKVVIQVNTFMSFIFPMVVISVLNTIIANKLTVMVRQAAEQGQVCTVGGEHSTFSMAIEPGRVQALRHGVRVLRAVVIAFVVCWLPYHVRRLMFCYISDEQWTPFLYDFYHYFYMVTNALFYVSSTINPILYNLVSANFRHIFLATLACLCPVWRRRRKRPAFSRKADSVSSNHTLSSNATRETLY
# PhoP inhibition: inhibitors of PhoP regulon expression, primary screen, Salmonella Typhimurium, GFP reporter (AID 1863); actives 0.16% (n = 300,000); S. Typhimurium PhoP-regulated promoter GFP reporter, 4 h; higher % means a stronger effect; one-dose inhibition, % at 50 µM; IC50 in µM for titrated hits;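 active = inhibition over 29.93%, a cutoff 3 SD above the screen mean, later confirmed by dose response; inconclusive = inhibition over 29.93% but no dose response follow-up; inactive = inhibition at most 29.93% or unconfirmed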;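 note: 0% = low Mg2+ inducing control and 100% = high Mg2+ repressing control; strong numbers were not always called active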
# T cell HTS vesicle-bound %: second read-out of T cell HTS, no call of its own (marks repeat the call); double positive events, %; measured here: CD8+ vesicle-bound cell fraction;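 binding gate set so that unloaded-vesicle control wells show 10% double positive cells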
# NTR1 agonist cell count 20 µM: further read-out of NTR1 agonist, marked with its call; cell count; measured here: cell count, cytotoxicity flag
# Myeloid diff MLP GFP+ MAC1+ %: recorded beside Myeloid diff MLP, whose call it bears; GFP+ MAC1+ double positive, %; measured here: differentiation confirmed by MAC1 staining
# An asterisk follows results filed as active; i = inactive; ? = inconclusive; · = not tested or not shown; + = active, no number; [ ] = another dose, or the depositor's remark. Random draw from the library; any-hit rate near 2.3%.
SMILES,Myeloid diff MLP,Myeloid diff MLP GFP+ MAC1+ %,T cell HTS,T cell HTS vesicle-bound %,TNAP activators,Rac1 GTP hydrolysis,K1F lysis inhibition,RSV CPE inhibition,SV40 large T antigen,NTR1 agonist,NTR1 agonist cell count 20 µM,PhoP inhibition
Cc1ccc(C(=O)OCC(=O)N2c3ccccc3NC(=O)C2(C)C)cc1S(=O)(=O)N1CCCCC1,i,1.7,i,29.1,·,7.5%,-1.8%,·,·,6.1,48,·
Cc1cc(C)nc(NC(=O)/C=C/c2ccc(Cl)cc2)n1,i,1.1,i,8.7,·,8.2%,-1.9%,3.0%,4.9%,-0.3,45,-10.8%
CCC(=O)N(C)C(c1ccccc1Cl)c1nnnn1-c1c(C)cccc1C (stereo not given),i,0.5,i,33.4,1.1,7.8%,0.5%,3.0%,18.7%,0.4,75,2.8%
Cc1ccc(-c2noc(CCC(=O)Nc3ccccc3N3CCN(C)CC3)n2)cc1,i,0.5,i,47.6,1,1.5%,0.5%,0.5%,7.3%,-1.0,51,-1.9%
CCOC(=O)C1(CCCc2ccccc2)CCN(Cc2cnn(C)c2)CC1,i,0.2,i,36.9,1.1,-3.8%,-1.3%,-0.8%,4.7%,1.6,26,2.8%
COc1ccc(NS(=O)(=O)c2cc(OC)ccc2OC)cc1,i,0.7,i,20.4,·,9.4%,5.4%,0.5%,7.2%,0.4,48,·
CCC(C)N1C(=O)N(C)C2NC(=O)NC21 (stereo not given),i,0.1,i,57.7,1.1,-1.9%,0.3%,1.7%,-0.6%,-0.5,88,12.7%
COc1ccc(NC(=O)CC2(CC(=O)N3CCOCC3)CCCC2)cc1Cl,i,0.3,i,22.6,·,4.9%,0.6%[50 µM],0.3%,·,-0.7,64,·
COc1cc(C(=O)NCCCOC(C)C)ccc1OC1CCN(C(C)=O)CC1,i,0.6,i,54.6,·,9.0%,0.6%,0.8%,11.4%,0.9,63,-2.6%
CCCCCc1cc(=O)oc2c(C(CCN3CCCC3)c3ccc(N(C)C)cc3)c(OC)cc(OC)c12 (stereo not given),i,1.7,i,55.0,·,11.3%,-2.1%,-3.8%,10.0%,52.8*,81*,-4.2%
COc1ccc(S(=O)(=O)N2CCCCC2)cc1,i,0.7,i,49.0,1.1,-5.6%,-0.3%,0.9%,10.8%,-0.1,45,3.6%
Cc1cccc(C(=O)NNC(=O)c2ccc(F)cc2)c1,i,0.1,i,42.7,1.3,9.8%,0.0%,0.3%,5.5%,0.6,80,12.8%
Cc1c(C(=O)NC(=S)Nc2ccc(NC(=O)c3cccs3)cc2)oc2ccccc12,i,0.4,i,22.8,·,7.4%,0.5%[50 µM],-0.7%,19.9%,1.4,55,·
CCOC(=O)c1cc(OC(=O)c2ccccc2OC)n(-c2ccccc2)n1,i,0.8,i,31.5,1.2,2.7%,3.2%,-1.0%,7.9%,-1.4,79,-10.9%
COc1ccc(C(=O)Nc2sc(C)c(-c3ccccc3)c2C#N)cc1OC,i,0.8,i,33.2,1,10.7%,4.9%,7.4%,21.2%,4.7,89,-4.9%
CCOC(=O)Cc1nn(Cc2nc(-c3ccc(C#N)cc3)cs2)c(=O)c2ccccc12,i,0.6,i,24.2,·,-8.8%,-1.9%,1.8%,17.8%,5.0,46,-5.9%
CCn1c(O)c(C=NCc2cccs2)c(=O)n(CC)c1=S,i,0.0,i,39.3,1.2,3.2%,-0.9%,0.6%,12.2%,0.8,65,-1.1%
CCc1ccc(C(=O)CSC2=C(C#N)C(c3ccco3)C(C(C)=O)=C(C)N2)cc1 (stereo not given),·,·,i,32.5,0.8,·,1.8%[50 µM],16.2%,-1.5%,10.2,50,1.6%
CCN(CC)c1ccc(N=Nc2nn(C)c(C)c2[N+](=O)[O-])cc1,i,0.5,i,44.2,0.6,7.8%,0.9%,2.3%,10.4%,7.2,40,-6.1%
Cc1ccc(C)[n+](CC(=O)c2ccc(-c3ccccc3)cc2)c1,i,0.1,i,50.5,1,0.5%,-1.8%,-2.0%,3.0%,-1.3,54,-1.8%
COc1ccccc1Nc1nc(Cl)nc(NC(C)(C)C)n1,i,0.4,i,56.7,1.1,7.2%,0.4%,6.3%,8.9%,6.9,55,-8.4%
CCOC(=O)C1(Cc2cccc(OC)c2)CCN(C(C)COC)CC1 (stereo not given),i,0.2,i,63.7,1.1,3.2%,0.4%,-0.4%,19.1%,3.5,82,3.3%
COc1ccc(S(=O)(=O)CCC(=O)N2CCN(c3ccc(C(C)=O)cc3)CC2)cc1,i,0.0,i,40.3,·,5.1%,-0.3%,1.2%,9.8%,1.1,50,-10.0%
CCOc1ccc(-c2ccc(SCC)nn2)cc1,i,0.3,i,10.1,1.1,-0.1%,-0.4%,3.1%,1.5%,-0.4,43,5.6%
Cc1ccc(C(C(=O)NCc2ccco2)N(C(=O)Cc2cccs2)c2cccnc2)cc1 (stereo not given),i,0.3,i,65.3,1.1,4.0%,2.2%,-0.2%,8.9%,0.1,57,-1.1%

# Other entries follow.
SMILES,Myeloid diff MLP,Myeloid diff MLP GFP+ MAC1+ %,T cell HTS,T cell HTS vesicle-bound %,TNAP activators,Rac1 GTP hydrolysis,K1F lysis inhibition,RSV CPE inhibition,SV40 large T antigen,NTR1 agonist,NTR1 agonist cell count 20 µM,PhoP inhibition
CCOc1ccc(NC(=O)C(=O)N/N=C/c2cccnc2)cc1,i,0.3,i,25.1,·,4.4%,-0.3%,-0.4%,9.4%,2.7,55,-1.9%
Cn1c(=O)c(C(=O)NCCO)c(O)c2ccccc21,i,0.4,i,55.8,1.2,3.5%,0.3%,16.5%,22.7%,0.8,64,5.4%
NC(=NCCc1ccccc1)NS(=O)(=O)c1cccs1,i,0.3,i,58.9,1.1,2.9%,0.2%,1.2%,-2.2%,-1.5,52,5.8%
CCCn1c2ccccc2c2cnn(CC(=O)NCCCN3CCCCC3)c(=O)c21,i,1.8,i,30.8,·,-0.3%,0.0%,2.9%,23.3%,-0.4,70,-14.5%
COc1ccc(OC(C)C(=O)NCC2CCCO2)cc1 (stereo not given),i,0.6,i,16.3,·,3.7%,0.1%,2.3%,8.0%,-0.2,69,0.6%
COc1ccc(CCNC(=O)Cn2cccc2C(=O)c2ccccc2C)cc1OC,i,0.9,i,55.5,1.1,-0.4%,1.1%[50 µM],2.7%,5.9%,0.3,56,-5.4%
Cc1noc(C)c1C(=O)OCC(=O)Nc1ncc(C(F)(F)F)cc1Cl,i,0.5,i,55.4,·,4.3%,1.2%[50 µM],·,·,0.2,68,·
COC(=O)N1CCc2c(sc(NC(=O)C3COc4ccccc4O3)c2C(N)=O)C1 (stereo not given),i,1.0,i,44.6,·,8.5%,0.8%[50 µM],0.3%,19.4%,2.8,68,-6.6%
Cc1onc(-c2c(F)cccc2Cl)c1C(=O)OCC(=O)c1c[nH]c2ccccc12,i,0.6,i,36.7,·,8.3%,-0.1%,9.2%,4.9%,11.7,68,-4.0%
COc1ccc(-c2nn(-c3ccccc3)cc2/C=C/C(=O)NCCCn2ccnc2)cc1OC,i,0.4,i,4.2,1,14.4%,0.0%,3.9%,27.3%,1.6,37,-7.7%
COC1CCCN(C(=O)c2cccc(OC3CCN(S(=O)(=O)N(C)C)CC3)c2)C1 (stereo not given),i,1.1,i,59.6,·,8.9%,0.2%,?,6.8%,-0.4,68,2.4%
N=c1c2c3c(sc2ncn1CCN1CCOCC1)CCCC3,i,1.2,i,5.4,1,8.2%,0.9%,0.6%,1.5%,2.9,84,-6.9%
COc1cccc(OC)c1C(=O)Nc1ccccc1Sc1ccccc1,i,1.6,i,26.9,·,·,·,6.1%,8.8%,3.3,40,·
Cn1nc(C(=O)NNC(=O)c2cccc(Cl)c2)ccc1=O,i,0.8,i,31.8,·,6.8%,-0.3%,·,·,-0.6,61,·
O=C(NNc1cccc(Cl)n1)Nc1ccc(Cl)cc1,i,0.6,i,9.2,1.1,5.4%,0.5%,2.1%,6.4%,0.9,83,-0.2%
O=C(Nc1ccc(Oc2ccccc2)cc1)c1cnc2n(c1=O)CCS2,i,2.0,i,49.9,1.1,5.7%,-0.1%,3.2%,-2.6%,3.8,61,8.2%
O=C(NCc1ccc(F)cc1)c1cc2c(cc1Cl)N1CCCCCC1=NS2(=O)=O,i,1.3,i,25.1,·,1.8%,1.0%[50 µM],0.0%,·,5.7,62,·
O=C(N/N=C/c1ccc(OCc2cnc(Cl)s2)cc1)c1ccncc1,i,0.5,i,29.8,1.1,6.1%,0.2%,6.5%,-1.1%,0.5,53,-1.4%
COc1ccc(NC(=O)c2cc(Br)ccc2Cl)c([N+](=O)[O-])c1,i,0.4,i,15.2,1.1,5.1%,1.4%,1.4%,20.5%,-1.5,31,-10.5%
COc1ccccc1N1CCN(C(CNC(=O)C2CCCCC2)c2cccnc2)CC1 (stereo not given),i,0.7,i,22.7,1.1,12.7%,0.0%,0.6%,0.8%,0.0,69,2.4%
CC#CC[N+](C)(C)CCCCCC,+,1.6*,i,34.5,·,-10.7%,-0.9%,3.8%,3.9%,-0.8,42,-1.4%
COc1ccc(CNC(=O)C2CCN(S(=O)(=O)c3cccc4nsnc34)CC2)cc1,i,1.0,i,26.7,·,8.6%,0.1%,1.9%,10.0%,-0.8,38,-15.2%
COC(=O)c1ccc(CN(C)S(=O)(=O)c2ccc(C)cc2)o1,i,0.9,i,9.0,1.1,7.0%,-0.1%,0.1%,-4.6%,0.2,69,4.2%
N#Cc1ccc(-c2ccc(OCC3CNC(=O)O3)cc2)cc1 (stereo not given),i,1.5,i,42.9,·,5.7%,-0.1%,19.2%,0.1%,-0.4,54,12.1%
